Source: PubChem (several laboratories)
STAT3 act – IL-6 driven STAT3 reporter potentiators, primary screen, U3A cells, luciferase, luminescence, MLSCN library | IL-6 STAT3-luciferase reporter; 100% = signal with IL-6 EC80 alone | activation (% of control), % at 5.6 µM | hit rate 0.91% among 190,000 | AID 871, 2007;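 active = activation above the screen-wide mean of compound activation plus 3 SD, cut at about 130% in these data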;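 note: 0% = background luminescence of wells with medium and substrate only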
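Material: STAT3-luciferase reporter U3A cells. Controls: IL-6-treated wells, 100% activation. Read-out: % activation versus median of IL-6-stimulated wells. Probe or stimulus: IL-6 stimulus at 33 ng/mL final. Timing: compound 1 h, then IL-6 6 h at 37 °C. Signal: reporter luminescence signal.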
Diaph act CS – compounds boosting diaphorase resazurin reduction – biochemical, uHTS, resorufin fluorescence, counter-screen for diaphorase-coupled primary assays, primary screen | Diaphorase/resazurin coupled assay, 16 min; active compounds read high; 1 = vehicle wells, 0 = NADH-free wells | activation factor at 20 µM | hit rate 0.005% among 190,000 | AID 1229, 2008;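 active = diaphorase activity raised at least twofold by the compound at 20 µM; inactive = activation factor below 2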
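Measured by – red resorufin fluorescence at 544/590 nm excitation/emission · Test system – Clostridium kluyveri diaphorase, purified enzyme · Incubation – reaction time 16 min, room temperature · Buffer or medium – 50 mM HEPES pH 7.4 with 4.542 mM MgCl2, 0.005% Tween 20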
Hsp70 act – Hsp70 transcriptional activators, primary screen, cell-based, HeLa, Hsp70 promoter luciferase, luminescence, 10 µM; HeLa Hsp70 promoter luciferase reporter; scaled: vehicle 0, proteasome-inhibitor control 100%; activation, % at 10 µM; hit rate 0.04% among 200,000; AID 1203, 2008;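 active = activation above the mean across all tested compounds plus 3 SD, cutoff set per campaign, cut at about 5.5% in these data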;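 note: 100% = MG132 at 30 µM as the positive control and 0% = DMSO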
STAT1 activator – STAT1 signaling activators, primary screen, cell-based, HTS, luciferase reporter | NIH 3T3 STAT1-luciferase reporter, IFN-gamma, luminescence; 100% = IFN-gamma alone, no compound | activation (% of control), % at 5.5 µM | hit rate 2.6% among 200,000;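 active = activation above the screen-wide mean activation plus 3 SD, cut at about 130% in these data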;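 note: raw ratio to IFN-gamma control signal so 100% means no change and 0% no light; values of inactives mirror those of a sister screen read the other way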
STAT3 blocker – IL-6 driven STAT3 reporter inhibitors, primary screen, U3A cells, luciferase, luminescence, MLSCN library | AID 862, 2007 | inhibition, % at 5.5 µM | IL-6 STAT3-luciferase reporter; host cell line lacks STAT1 | hit rate 0.89% among 190,000;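 active = inhibition above the mean inhibition across all screened compounds plus 3 SD, cut at about 44% in these data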;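 note: 0% = DMSO only wells and 100% = 100 µM nifuroxazide control wells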
APP transl inh – inhibitors of APP translation via 5'UTR reporter, primary screen, APP 5'UTR luciferase, SH-SY5Y cells; SH-SY5Y APP 5'UTR-luciferase reporter, luminescence; inhibition, % at 2 µM; hit rate 0.82% among 190,000; AID 1285, 2008;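 active = inhibition above a set limit, derived from the sample mean plus 3 SD, cut at about 45% in these data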; note: values of inactives mirror those of a sister screen read the other way
Diaph inh CS – diaphorase inhibitors and chemical oxidizers, primary screen, counter-screen for diaphorase-coupled primary assays, biochemical, uHTS, resorufin fluorescence; inhibition, % at 20 µM; AID 1217, 2008; hit rate 0.69% among 190,000; diaphorase resazurin-to-resorufin fluorescence, NADH, 16 min; bacterial (C. kluyveri) enzyme, not human;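 active = primary screen inhibition at 20 µM above a set limit, cut at about 50% in these data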;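 note: plate controls were DMSO with full reaction for no effect and wells lacking NADH for full effect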
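controls = No-NADH positive control and DMSO neutral control | system = Clostridium kluyveri diaphorase enzyme | timing = reaction incubation of 16 min at room temperature | signal = resorufin fluorescence 544/590 nm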
G6PDH CS – L. mesenteroides G6PDH inhibitors, counter-screen for G6PDH-coupled screening assays, biochemical, Leuconostoc mesenteroides enzyme; hit rate 0.12% among 200,000; Purified L. mesenteroides G6PDH, diaphorase/resazurin coupled fluorescence, 45 min; inhibition, % at 5 µM; glucose-6-phosphate dehydrogenase [Leuconostoc mesenteroides]; in the data active = inhibition above about 50%
STAT1 inh – STAT1 signaling inhibitors, primary screen, cell-based, HTS, luciferase reporter; NIH 3T3 STAT1-luciferase reporter, IFN-gamma, luminescence; inhibition, % at 5.5 µM; hit rate 0.35% among 200,000; AID 920, 2007;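 active = inhibition above a set limit, the mean inhibition across all tested compounds plus 3 SD, cut at about 34% in these data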;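 note: 0% = IFN-gamma with DMSO and 100% = IFN-gamma with 300 µM nifuroxazide; values of inactives mirror those of a sister screen read the other way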
TLR4-MyD88 BLA – inhibitors of TLR4-MyD88 association in cells, primary screen, cell-based, HeLa CL3-4, BLA complementation, FRET ratio; Toll-like receptor 4 (Homo sapiens) + Myeloid differentiation primary response protein …; HeLa CL3-4 TLR4/MyD88 BLA complementation; hit rate 0.18% among 200,000; inhibition, % at 8.4 µM; in the data active = inhibition above about 25%;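 note: 0% = vehicle and 100% = reference inhibitor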
Target sequence (O00206 whole entry, looked up): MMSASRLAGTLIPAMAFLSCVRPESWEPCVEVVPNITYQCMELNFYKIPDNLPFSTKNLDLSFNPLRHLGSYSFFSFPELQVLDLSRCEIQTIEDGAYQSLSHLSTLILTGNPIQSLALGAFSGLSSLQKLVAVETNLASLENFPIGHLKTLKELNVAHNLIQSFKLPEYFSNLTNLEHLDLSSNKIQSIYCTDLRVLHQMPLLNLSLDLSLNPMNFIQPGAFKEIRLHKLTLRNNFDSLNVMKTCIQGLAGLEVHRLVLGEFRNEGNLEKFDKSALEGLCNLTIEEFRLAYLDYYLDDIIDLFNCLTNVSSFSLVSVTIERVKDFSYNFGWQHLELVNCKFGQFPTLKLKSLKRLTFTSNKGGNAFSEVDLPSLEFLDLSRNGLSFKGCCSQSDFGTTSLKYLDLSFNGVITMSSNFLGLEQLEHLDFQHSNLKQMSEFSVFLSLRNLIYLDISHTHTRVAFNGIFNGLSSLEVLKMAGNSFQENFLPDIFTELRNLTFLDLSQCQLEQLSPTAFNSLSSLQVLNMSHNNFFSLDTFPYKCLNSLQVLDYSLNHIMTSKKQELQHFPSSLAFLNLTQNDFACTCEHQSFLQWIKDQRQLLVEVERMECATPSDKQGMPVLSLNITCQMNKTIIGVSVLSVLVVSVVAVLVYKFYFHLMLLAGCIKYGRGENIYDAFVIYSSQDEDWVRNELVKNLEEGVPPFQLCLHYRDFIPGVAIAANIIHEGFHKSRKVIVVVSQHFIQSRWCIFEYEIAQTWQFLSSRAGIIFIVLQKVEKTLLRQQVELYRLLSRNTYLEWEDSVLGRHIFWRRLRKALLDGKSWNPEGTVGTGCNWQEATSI
Target sequence (Q99836 whole entry, looked up): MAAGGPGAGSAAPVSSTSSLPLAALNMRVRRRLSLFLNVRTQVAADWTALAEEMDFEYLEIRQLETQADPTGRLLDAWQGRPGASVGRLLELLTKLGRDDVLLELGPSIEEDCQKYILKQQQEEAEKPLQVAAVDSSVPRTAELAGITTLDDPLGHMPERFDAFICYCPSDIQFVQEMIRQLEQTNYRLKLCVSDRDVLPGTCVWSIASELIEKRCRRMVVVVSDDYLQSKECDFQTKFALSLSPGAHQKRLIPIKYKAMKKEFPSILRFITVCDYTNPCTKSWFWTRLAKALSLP
* hit, by the source's call; · = no result given.

SMILES	STAT3 act	Diaph act CS	Hsp70 act	STAT1 activator	STAT3 blocker	APP transl inh	Diaph inh CS	G6PDH CS	STAT1 inh	TLR4-MyD88 BLA
Cc1ccc(-c2noc(CCC(=O)Nc3ccccc3N3CCN(C)CC3)n2)cc1	100	0.9	0.1	98	2	-17	10	9	2	-13
O=C(NC(=S)Nc1nc2c(s1)CCCC2)c1ccc(C(=O)c2ccccc2)cc1	90	0.9	-0.3	92	14	5	9	-1	8	-3
COC(=O)c1cc(NC(=O)c2c(Cl)cnn2C)cc(C(=O)OC)c1	86	0.9	-0.5	96	16	6	8	6	4	-2
Cc1sc2nc(SCC(=O)NCc3ccco3)n(-c3ccccc3)c(=O)c2c1C	93	0.9	-0.2	98	17	-20	11	2	3	4
COc1cccc(-n2nnc3c(=O)n(CC(=O)OCc4ccccc4)cnc32)c1	98	0.9	-0.4	102	6	-2	9	6	-2	10
Cc1ccc2sc(NNC(=O)C3COc4ccccc4O3)nc2c1C (centres undefined)	109	1	0.2	98	-10	-4	3	17	2	18
COc1ccnc(Oc2ccc(F)cc2)c1C#N	84	1.1	0.3	106	22	-8	-6	6	-9	1
Cc1ccc(N(C(=O)c2cc3ccccc3oc2=O)C2C=CS(=O)(=O)C2)cc1 (centres undefined)	105	0.8	0.3	93	-1	-3	18	-4	8	0
CC(=O)Oc1ccc(C(=O)Nc2nnc(C)s2)cc1	106	0.9	0.0	111	-5	-42	14	4	-12	-5
CC(=O)N1CCC2(CC1)CC(=O)c1cc(OCC(=O)N3CCOCC3)ccc1O2	105	0.9	0.1	102	6	4	5	10	-3	5
COc1ccc(C(=O)c2ccc(OC)c(OC)c2)cc1	99	0.9	-0.5	108	7	-2	8	-2	-8	7
O=C(Nc1cccc(S(=O)(=O)N2CCCCCC2)c1)c1ccc2ccccc2n1	108	0.8	-0.2	100	-14	-20	22	-33	-1	6
Cc1[nH]c2c(ccc3ccccc32)c1C1C(CCN)C1(C)C (centres undefined)	108	1.1	-0.4	94	-4	-2	-8	3	7	-3
CN(C(=O)c1ccno1)c1nnc(-c2cnccn2)s1	95	0.9	-0.3	98	10	-20	10	-18	2	4
CC1(C)C(=O)Nc2ccccc2N1C(=O)CN1C(=O)NC(CCc2ccccc2)C1=O (centres undefined)	107	0.8	-0.3	101	-6	0	20	-2	-3	-1
COC(=O)C1=NN(c2ccc(Cl)cc2)C2C(=O)N(c3ccccc3OC)C(=O)C12 (centres undefined)	114	0.8	-0.5	96	-13	-10	22	7	5	-1
CCOC(=O)c1ccc(NC(=O)c2cc(OC)c(OC)c(OC)c2Br)cc1	93	0.8	0.0	91	9	-9	18	-4	10	-3
C=CCNC(=O)NC(=S)c1ccccc1	92	0.8	0.1	112	12	-10	19	-7	-13	-7
O=C(CN(CCc1ccccc1)S(=O)(=O)c1ccc(Cl)cc1)N/N=C/c1ccc2c(c1)OCO2	101	0.8	-0.3	104	-4	-5	20	-6	-5	5
O=C(CSc1nc2ccccc2[nH]1)N=Nc1c(O)[nH]c2ccccc12	145*	0.7	-0.3	101	-51	-12	32	-32	-2	4
Cc1nc(SC2CC(=O)N(c3ccccc3)C2=O)nc2c1CCCC2 (centres undefined)	93	0.9	0.2	102	10	-5	11	10	-2	-5
CC(=O)N1CCc2cc(S(=O)(=O)NC(CC(C)C)C(=O)Nc3cc(C(=O)O)ccc3C)ccc21 (centres undefined)	106	0.9	-0.3	98	0	2	15	2	1	-8
COc1c(F)c(F)c(C(=O)O)c(Nc2cc(C)cc(C)c2)c1F	98	1	-0.2	103	7	-28	3	0	-1	-2
Cc1ccccc1NC(=O)COC(=O)c1ccc(S(C)(=O)=O)c([N+](=O)[O-])c1	102	1	0.4	75	3	13	-4	0	26	18

Random excerpt: two entries already listed
SMILES	STAT3 act	Diaph act CS	Hsp70 act	STAT1 activator	STAT3 blocker	APP transl inh	Diaph inh CS	G6PDH CS	STAT1 inh	TLR4-MyD88 BLA
Cc1[nH]c2c(ccc3ccccc32)c1C1C(CCN)C1(C)C (centres undefined)	108	1.1	-0.4	94	-4	-2	-8	3	7	-3
Cc1ccccc1NC(=O)COC(=O)c1ccc(S(C)(=O)=O)c([N+](=O)[O-])c1	102	1	0.4	75	3	13	-4	0	26	18

Later entries
SMILES	STAT3 act	Diaph act CS	Hsp70 act	STAT1 activator	STAT3 blocker	APP transl inh	Diaph inh CS	G6PDH CS	STAT1 inh	TLR4-MyD88 BLA
S=C(NC1CCCCC1)N1CCN(c2ncccn2)CC1	99	1.1	0.1	100	12	-5	-6	6	-1	-2
COc1ccc(CSc2nnnn2-c2ccccc2)cc1	106	0.9	-0.2	96	-8	6	6	11	2	3
C=CCn1c(CSc2nc3ccccc3s2)nnc1SCC(=O)NCc1ccco1	111	0.6	0.1	93	-12	3	36	5	8	-6
COCCN1C(=O)N[C@@H](c2ccccc2)C(C(C)=O)=C1C	99	0.9	-0.2	98	-1	7	6	11	3	-23
COc1ccccc1OCc1ccc(C(=O)Nc2ccncc2)o1	73	0.9	-0.7	90	34	-2	10	-15	10	1
COCCCNC(=S)NNC(=O)Cn1nc(C)c(Br)c1C	104	0.9	-0.2	106	-10	-16	11	-8	-7	-5
CN(CC(=O)Nc1ccccc1C(F)(F)F)C(=O)COc1ncnc2sccc12	100	0.9	-0.5	96	0	-9	10	-11	5	3
CCOC(=O)c1cc2ccc3ccccc3c2s1	203*	0.8	0.2	151*	-118	-74	21	-2	-54	4
Cc1cccc(OCCCCCn2ccnc2)c1	89	0.9	-0.2	100	18	4	7	2	1	-2
O=C(COC(=O)c1ccc(-c2ccc([N+](=O)[O-])cc2)o1)NC(=O)NC12CC3CC(CC(C3)C1)C2	107	0.8	-0.2	108	-6	-3	18	1	-9	7
CCOC(=O)C1=NNC2(c3ccccc3)C(=O)N(c3cccc(Br)c3)C(=O)C12 (centres undefined)	104	0.8	-0.4	109	-7	-10	17	5	-7	-12
Cc1cccn2cc(-c3ccc(F)cc3)cc12	111	0.9	-0.3	108	-10	-20	9	6	-8	8
CC(=O)NC1(c2cccc(F)c2)CCN(CC(=O)NC2CCCCC2)CC1	100	0.9	-0.2	95	3	5	11	6	6	4
C=CCNC(=O)c1ccccc1NC(=O)c1ccccc1C	107	1	-0.1	99	-5	-9	1	3	7	-4
Cc1ccc(N2CCN(C(=O)N3CCOCC3)CC2)c(C)c1	93	1	-0.1	94	16	-5	1	-5	7	-9
COc1ccccc1-c1nc(C(N)=O)c2[nH]c(=O)n(-c3cccc(C)c3)c2n1	103	0.8	0.1	91	-3	-22	22	12	10	1
COc1cc(NC(=O)c2cc([N+](=O)[O-])ccc2Br)ccc1NC(=O)c1ccco1	88	0.8	-0.1	108	13	14	23	1	-10	2
COc1ccc(CC2(CO)CCN(S(=O)(=O)c3c(C)nn(C)c3C)CC2)cc1	99	1	-0.3	91	2	2	2	0	10	-12
CCOC(=O)c1ccc(CNC(=O)CCC(=O)O)cc1	108	0.9	-0.6	100	-10	2	7	15	-5	-2
Cc1ccc2c(C)c(C(=O)Nc3cccnc3)oc2c1	97	1	0.0	103	10	-6	2	5	-4	-16
O=C(Cc1sc(-c2ccccc2)nc1-c1ccccc1)Nc1ccc(Cl)cc1	101	0.9	-0.6	94	4	2	9	5	7	2
COc1ccc(N(C(=O)CCl)C(C(=O)NCCc2ccccc2)c2cccs2)cc1Cl (centres undefined)	23	1	-0.5	83	91*	-2	4	0	19	10
CC(C)C[C@H](NC(=O)Nc1ccc(S(N)(=O)=O)cc1)C(=O)O	96	0.9	-0.1	96	7	-11	14	13	4	-4
CC(=N/O)/C(C)=N\NC(=O)c1ccccn1	112	0.9	0.0	102	-8	-40	6	4	-2	7
CCOC(=O)N1CCN(Cc2nc3c(c(=O)n(C)c(=O)n3C)n2Cc2ccccc2C)CC1	103	1	-0.3	94	2	1	4	0	6	-6
C=CCNCCOc1ccccc1-c1ccccc1	103	0.9	-0.1	95	1	-5	10	0	6	1
CN1CCN(C(=S)Nc2cccc(Cl)c2)CC1	105	0.9	-0.2	94	-3	-4	6	22	6	-12
COC(=O)CCCNC(=O)c1ccc(OC2CCN(CCc3ccccc3)CC2)cc1	101	0.9	-0.2	99	5	-5	9	6	1	-12
Cc1csc(SCC(=O)NC(=O)NC(C)(C)C)n1	101	0.9	-0.2	100	2	-19	8	3	-1	4
O=C(Nc1ccccc1)NC1(C(=O)NCc2ccc3c(c2)OCO3)CCCCC1	101	0.7	-0.1	92	4	-1	30	7	9	16
Cc1ccc(CN2CCN(Cc3ccc(-n4cccn4)cc3)CC2CCO)cc1 (centres undefined)	100	0.9	-0.1	98	3	17	14	12	0	-9
CCCCCNC(=O)C(C#N)c1nc2ccccc2nc1N1CC(C)OC(C)C1 (centres undefined)	99	·	0.1	103	5	-6	·	·	0	0
O=C(c1ccco1)N1CCN(C(=O)C(Sc2ccccc2)c2ccccc2)CC1 (centres undefined)	95	1	-0.5	88	10	-3	2	11	13	-8
O=C(CSc1nnc(CNc2ccc(Cl)cc2)o1)Nc1nc2ccccc2s1	108	0.9	0.0	103	-5	-2	10	0	-3	-2
COc1ccccc1NC(=O)c1ccc(S(=O)(=O)N2CCCC2)cc1	101	0.8	-0.1	97	7	3	18	12	3	-1
O=C(c1cnc2n(c1=O)CCS2)N(C1CCCCC1)C1CCCCC1	105	1	-0.1	96	0	9	4	-10	5	-12
CN(C(=O)COc1ccccc1)c1nnc(-c2ccncc2)s1	94	0.9	-0.1	107	12	-22	6	0	-6	7
O=C(c1ccco1)N1CCN(c2c([N+](=O)[O-])nn(-c3cccc(Cl)c3)[n+]2[O-])CC1	99	1	-0.4	96	12	-24	5	-4	4	13
C=CCSC1=N/C(=C\C=C\c2ccco2)C(=O)S1	100	0.6	-0.2	102	5	23	42	8	-2	3
Cc1ccc(S(=O)(=O)NC(=O)c2ccc(Br)o2)cc1	99	1	-0.3	105	-2	-2	1	11	-6	-6
CC1Cc2ccccc2N1C(=O)CSc1nnc(C2CC2)n1C (centres undefined)	98	0.9	-0.2	99	3	-23	11	3	2	0
